# PAFAH1B3 inh: PAFAH1B3 enzyme inhibitors, primary screen, biochemical, fluorescence polarization, human. actives 0.28% (n = 340,000). recombinant PAFAH1B3, FP-rhodamine probe. inhibition, % at 3.39 µM. AID 492972, 2010. Platelet-activating factor acetylhydrolase IB subunit alpha1 (Homo sapiens), Q15102;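 active = inhibition above the screen-wide average of all tested compounds plus 3 SD, cut at about 25% in these data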;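 note: 0% = enzyme with DMSO only and 100% = wells lacking PAFAH1B3 protein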
# Target sequence (Q15102 whole entry, looked up): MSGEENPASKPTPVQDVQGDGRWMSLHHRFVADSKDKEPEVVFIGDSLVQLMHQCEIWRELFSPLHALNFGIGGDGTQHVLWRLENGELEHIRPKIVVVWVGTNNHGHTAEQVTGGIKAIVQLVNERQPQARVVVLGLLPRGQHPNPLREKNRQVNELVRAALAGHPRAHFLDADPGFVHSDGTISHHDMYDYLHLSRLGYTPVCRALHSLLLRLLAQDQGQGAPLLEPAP
# PAFAH1B2 inh: PAFAH1B2 enzyme inhibitors, primary screen, biochemical, fluorescence polarization, human. AID 492953, 2010. Platelet-activating factor acetylhydrolase IB subunit alpha2 (Homo sapiens), P68402. recombinant PAFAH1B2, FP-rhodamine activity probe. actives 1.2% (n = 340,000). inhibition, % at 3.39 µM;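 active = inhibition above the mean of all tested compounds plus 3 SD, cut at about 24% in these data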;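 note: 0% = enzyme with DMSO and 100% = wells lacking PAFAH1B2; many of its hits are not listed in these tables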
# Target sequence (P68402 whole entry, looked up): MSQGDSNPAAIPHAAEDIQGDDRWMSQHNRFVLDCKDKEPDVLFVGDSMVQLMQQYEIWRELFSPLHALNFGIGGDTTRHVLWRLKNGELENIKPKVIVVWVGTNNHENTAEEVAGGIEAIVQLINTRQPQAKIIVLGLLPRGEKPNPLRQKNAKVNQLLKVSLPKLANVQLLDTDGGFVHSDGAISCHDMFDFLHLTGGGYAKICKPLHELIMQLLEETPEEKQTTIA
# Numbers without * were called inactive. Only part of the results is shown; rates above refer to the full screens.
PAFAH1B3 inh,PAFAH1B2 inh,Structure
4,3,CC[C@]12C(=O)N(C)C[C@H]([C@@H]3C(=O)N(Cc4ccccc4)C(=O)[C@@H]31)N2C(=O)c1ccccc1
3,2,Cn1c(=O)c2[nH]c(N=NN3CCCCC3)nc2n(C)c1=O
12,8,COc1ccc2c(c1)/C(=C\c1cccc(/C=C3/C(=O)Nc4ccc(OC)cc43)n1)C(=O)N2
5,5,CCN1C[C@@H]2[C@@H]3C(=O)N(C)C(=O)[C@@H]3[C@](C)(C1=O)N2C(=O)c1ccc(Br)cc1
-30,-5,O=C(CSc1nc2ccc(Nc3nc(N4CCOCC4)nc(N4CCOCC4)n3)cc2s1)Nc1ccccc1F
4,4,Cn1cc(C(=O)Nc2ccccn2)c(=O)c2ccccc21
4,7,O=C(Nc1ccccc1N1CCN(C(=O)c2ccccc2)CC1)c1ccc([N+](=O)[O-])o1
-13,4,CC(C)C(c1nnnn1CCc1ccccc1)N1CCN(C(=O)c2ccco2)CC1 (stereo not given)
1,3,CCN(C(=O)COC(=O)c1nc(Cl)ccc1Cl)c1c(N)n(Cc2ccccc2)c(=O)[nH]c1=O
-4,13,CCN(CC)S(=O)(=O)c1cccc(C(=O)NCC2(N3CCOCC3)CCCCC2)c1
6,0,COc1cccc(CNC(=O)c2cccc(S(=O)(=O)N3CCN(Cc4ccccc4)CC3)c2)c1
6,4,O=C(CC(=O)c1ccccc1)Nc1ccc([N+](=O)[O-])cc1
1,7,CCCc1ccc(S(=O)(=O)N/N=C(/C)c2ccc3c(c2)OCO3)cc1
8,-1,N#CCc1ccnc2ccccc12
8,10,COc1ccc(S(=O)(=O)Nc2ccc(-n3cnnn3)cc2)cc1Br
-9,-7,Cc1c(Cl)sn(-c2ccc(Cl)cc2)c1=O
6,4,CCCc1cc(=O)oc2c(C)c(OC3CCCCC3=O)ccc12 (stereo not given)
-1,9,O=C(CCCCCCCC(=O)N1CCCCCC1)N1CCCCCC1
1,6,CCCn1c(N)c(C(=S)NC(=O)C2CC2)c(=O)n(C)c1=O
4,2,Cc1cnc(C(=O)N(CC(C)C)c2c(N)n(CC(C)C)c(=O)[nH]c2=O)cn1
9,3,COc1ccccc1/C=C1\C(=O)Nc2ccccc21
-2,-3,CC(C)CC(C(=O)Oc1ccc2c3c(c(=O)oc2c1)CCC3)N1C(=O)c2ccccc2C1=O (stereo not given)
6,5,Cc1ccc(CN(C)C(=O)c2ccc(S(=O)(=O)N3CCCCCC3)cc2)o1
-2,4,O=C(c1cc(C2CC2)nn1-c1ccccc1)N1CCN(c2ccccn2)CC1
4,5,Cc1cc(C)n(-c2nc3ccccc3c(=O)n2OCC#N)n1
-15,-5,COc1cc2c3nnc(-c4ccc(F)cc4)c-3cn(Cc3ccccc3F)c2cc1OC
1,6,O=C(O)c1cc(-c2ccco2)nn1-c1ccc(Cl)cc1
9,1,CC(=O)c1ccc(Nc2nc(-c3ccccc3)nc3ccccc23)cc1
2,5,COc1cc(NC(=O)Nc2cccc3cccnc23)cc(OC)c1OC
7,0,O=C(Nc1ccc(NC(=O)c2ccccc2F)cc1)c1ccccc1F

# Structural class: those above containing a furan ring, fused or not (4)
PAFAH1B3 inh,PAFAH1B2 inh,Structure
4,7,O=C(Nc1ccccc1N1CCN(C(=O)c2ccccc2)CC1)c1ccc([N+](=O)[O-])o1
-13,4,CC(C)C(c1nnnn1CCc1ccccc1)N1CCN(C(=O)c2ccco2)CC1 (stereo not given)
6,5,Cc1ccc(CN(C)C(=O)c2ccc(S(=O)(=O)N3CCCCCC3)cc2)o1
1,6,O=C(O)c1cc(-c2ccco2)nn1-c1ccc(Cl)cc1

# New compounds follow:
PAFAH1B3 inh,PAFAH1B2 inh,Structure
4,-5,COC1C(CO)OC(n2c3c(Cl)cccc3c3c4c(c5c6cccc(Cl)c6[nH]c5c32)C(=O)NC4=O)C(O)C1O (stereo not given)
1,-1,Cc1ccc(S(=O)(=O)N[C@H](C(=O)N2CCC(C(=O)N3CCC[C@H]3C(=O)O)CC2)C(C)C)cc1
13,4,COc1ccccc1OCCn1c(=S)[nH]c2ccccc21
-6,0,S=c1nc(NCc2ccc3c(c2)OCO3)c2ccccc2[nH]1
6,5,Nc1c(N(Cc2ccco2)C(=O)COc2ccc(Cl)cc2)c(=O)[nH]c(=O)n1Cc1ccccc1
6,4,O=C(CC1C[C@H](C(=O)N2CCCCC2)[C@@]2(CCc3ccccc3)c3[nH]c4ccccc4c3CCN2C1=O)NCCc1ccccn1 (stereo not given in full)
8,5,COc1cccc(OCC(=O)NNC(=O)c2ccc3ccccc3c2O)c1
34*,25*,Cc1ccc(SC2=C(N(C)C)C(=O)c3ccccc3C2=O)cc1
4,-1,CCOC(=O)c1sc(N)nc1C(F)(F)F
9,0,CCCCn1c(N)c(N(CC(C)C)C(=O)c2cc3ccccc3cc2OC)c(=O)[nH]c1=O
8,0,CN(NC(=O)NN(C)C(=O)c1ccccc1)C(=O)c1ccccc1
4,-3,C=CCOC(=O)C1=C(C)NC(SCC(=O)OCC)=C(C#N)C1c1ccc(O)c(OC)c1 (stereo not given)
0,1,O=C1C=CC(=O)N1CCCCCCCCCCN1C(=O)C=CC1=O
4,0,CCOc1ccc2c(S(=O)(=O)O)cccc2c1[N+](=O)[O-]
5,2,O=C(CSc1ccccc1)Nc1ccc(C(=O)Nc2ccc(O)cc2)cc1
-13,-4,CCOc1ccc(CCN2C(=S)N([C@@H](CC(C)C)CN3CCCC3CN3C(=S)NC[C@@H]3Cc3ccc(O)cc3)C[C@@H]2Cc2ccc(O)cc2)cc1 (stereo not given in full)
0,5,CN(C(=O)c1cccc(NC(=O)Cc2ccc(NC(=O)C3CCCN(C(=O)c4ccccc4)C3)cc2)c1)C1CCCCC1 (stereo not given)
11,3,NC(=O)c1cc2ccc(O)cc2oc1=Nc1ccccc1
0,5,O=c1c2ccccc2oc2cc(Br)ccc12
3,3,CC1C(C)N(C(=O)CCl)c2ccccc2N1C(=O)CCl (stereo not given)
10,26*,Cc1cccc(Nc2nnc(SCC(O)=C(C#N)c3nc4ccccc4[nH]3)s2)c1
-2,2,C=CCOc1ccccc1CN1CCC(n2nccc2NC(=O)C2CC2)CC1
4,-5,CCOC(=O)N1CCN(C(=O)C2CCN(C(=O)c3ccccc3C)CC2)CC1
-3,-4,COc1ccc(C(=O)NCC(c2ccco2)N2CCCCC2)cc1S(=O)(=O)Nc1ccc(C)cc1 (stereo not given)
7,-1,Cc1nc(-c2cccc(NC(=O)c3ccco3)c2)cs1
-3,-2,CC(=O)c1ccc(S(=O)(=O)N2CCN(CC(=O)Nc3ccnn3C3CCCC3)CC2)cc1
8,-6,CCCSc1nc2sc3c(c2c(=O)n1-c1ccc(OC)cc1)CCN(C)C3
3,0,COc1cc2c(cc1OC)CN(C(=O)CN1C(=O)NC3(CCCCC3C)C1=O)CC2 (stereo not given)
7,-1,CCOc1ccccc1N(C)C(=O)c1cn(CC)c(=O)c2cc(OC)c(OC)cc12
8,5,Cc1ccc(OCC(=O)NNC(=O)CSC(=S)N2CCCC2)cc1

# Full records as entered above. Screens in order: PAFAH1B3 inh | PAFAH1B2 inh
# Profile of CCOC(=O)N1CCN(C(=O)C2CCN(C(=O)c3ccccc3C)CC2)CC1 : 4 | -5
# Profile of CCOC(=O)c1sc(N)nc1C(F)(F)F : 4 | -1
# Profile of Cc1ccc(OCC(=O)NNC(=O)CSC(=S)N2CCCC2)cc1 : 8 | 5

# (more compounds)
PAFAH1B3 inh,PAFAH1B2 inh,Structure
9,0,COc1cc(/C=N/Nc2ccc(C(F)(F)F)cn2)cc(OC)c1O
6,4,O=C(Cn1cccn1)N1CCCC(N2CCN(c3cccc(C(F)(F)F)c3)CC2)C1 (stereo not given)
53*,8,O=C1C=C(Nc2cccnc2)c2ccccc2C1=O
-2,6,CC(C)C[C@@H](CNCC(=O)[C@H](Cc1c[nH]c2ccccc12)NC(=O)c1[nH]cnc1C(=O)N[C@H](CN)CC(C)C)NC(=O)c1nc[nH]c1C(=O)N[C@@H](CC(=O)O)C(=O)O
7,0,Cc1cc(Br)ccc1NC(=O)CN(C)C(=O)C1CCN(c2ncnc3sc(C)c(C)c23)CC1
34*,18,N#CC(C#N)=C1C=C2C=C(N3CCOCC3)CCC2CC1 (stereo not given)
4,0,CCc1ccccc1OCC(=O)Nc1ccc(N2CCCC2)cc1C
4,7,COc1ccc(N/N=C(\C#N)C(=N)SCc2ccccc2)cc1
2,10,CC(C)c1ccc(S(=O)(=O)Nc2ccc(O)c(Sc3ncn[nH]3)c2)cc1
5,1,c1ccc(CCNCc2cccs2)nc1
4,5,C=CCN1[C@@H](Cc2ccccc2)COCCS1(=O)=O
0,-4,COc1ccc(C(C(=O)NCC2CCCO2)N(C(=O)c2snc(C(N)=O)c2N)c2ccccc2)cc1OC (stereo not given)
4,20,Cc1ccc(S(=O)(=O)Nc2ccc3nc(C)oc3c2)cc1
4,4,COc1cc(/C=C/C(=O)OCC(=O)N(CC(C)C)c2c(N)n(Cc3ccccc3)c(=O)[nH]c2=O)ccc1O
6,3,COc1ccc(-n2c(=O)[nH]c3cc(C(=O)NCCc4ccc(OC)c(OC)c4)ccc3c2=O)c(OC)c1
30*,6,O=C1c2ccccc2C(=O)c2c1ccc(O)c2O
7,2,CC(=O)Nc1ccc2c(c1)Cc1ccc(Cl)cc1-2
6,1,O=C(NC(CSC(=O)c1ccccc1)C(=O)O)OCc1ccccc1 (stereo not given)
10,7,CC1=C(C)N(C)[C@H](c2ccccc2Br)[C@H](O)C1=O
-5,18,CC(=O)Nc1cc2c(c([N+](=O)[O-])c1C)C(C)(C)CC2(C)C
-3,7,Cc1ccc(OCC(=O)NNC(=S)NC(=O)C2CC2)c(C)c1
4,-2,O=C1NCC(c2ccccc2)(c2ccccc2)C(=O)N1
6,9,C[n+]1ccc(/C=C/c2c[nH]c3ccc(F)cc23)cc1
13,-4,O=C(c1cc2cc(Br)ccc2[nH]1)N1CCc2ccccc21
5,7,CCc1nc(C)cn1S(=O)(=O)c1ccc(Br)cc1
5,2,COc1ccc(-n2ncc3c2CC(C)(C)CC3NC(=O)CCn2cncn2)cc1 (stereo not given)
56*,11,O=C1C(=O)c2c(ccc3ccccc23)-c2ccccc21
9,3,Nc1nc2ccc(Oc3ccccc3)cc2s1
2,2,O=C(N/N=C/c1ccc([N+](=O)[O-])o1)c1cc2c(ccc3ccccc32)o1
0,9,O=C(Cc1ccc(NC(=O)C2CCCN(C(=O)CCc3ccccc3)C2)cc1)Nc1cccc(C(=O)N2CCCC2)c1 (stereo not given)

# In a second layout: 4 of the compounds above
# Each structure is followed by: PAFAH1B3 inh, PAFAH1B2 inh
O=C(c1cc2cc(Br)ccc2[nH]1)N1CCc2ccccc21
→ 13, -4
CCc1nc(C)cn1S(=O)(=O)c1ccc(Br)cc1
→ 5, 7
COc1ccc(-n2ncc3c2CC(C)(C)CC3NC(=O)CCn2cncn2)cc1 (stereo not given)
→ 5, 2
O=C1C(=O)c2c(ccc3ccccc23)-c2ccccc21
→ 56*, 11

# The listing continues:
PAFAH1B3 inh,PAFAH1B2 inh,Structure
2,1,Cc1ccc(S(=O)(=O)N2CCN(C(=O)COC(=O)CNC(=O)c3ccccc3F)CC2)c(C)c1
4,3,COc1cc2nncc(SC)c2cc1OC
5,2,CN(Cc1ccc(C(C)(C)C)cc1)C(=O)c1ccc2c(c1)OCO2
8,15,O=C(NNC(=O)c1cccc2ccccc12)c1ccc(Cl)cc1
3,6,CCOc1ccc(N(CC(=O)NC2CCCCC2)C(=O)Cn2nnc(-c3ccc(C)o3)n2)cc1
11,5,CC(C)c1cc(CNC(=O)c2cc(COc3cncc(Cl)c3)on2)on1
0,-2,CCOC(=O)c1c[nH]c2c(C(=O)c3ccccc3)cc(Cl)cc2c1=O
10,-1,CC(=O)NC(CC(C)C)C(=O)NC(Cc1ccccc1)C(=O)CCl (stereo not given)
1,7,Cn1c(=O)c2[nH]c(NN=Cc3cccc(Br)c3)nc2n(C)c1=O
-3,5,CC1(C)Cc2c(c(N3CCCCC3)[nH]c(=S)c2C#N)CS1
4,5,O=C(N/N=C/c1coc2ccccc2c1=O)c1cc(Br)c(O)c(Br)c1
-4,-1,CC(=O)Nc1cccc(NC(=O)c2sc3ncn(CC(=O)N4CCCCC4)c(=O)c3c2C)c1
-3,2,Cc1ccc(NC(=O)c2oc3ccc(Br)cc3c2C)cc1S(=O)(=O)N1CCOCC1
-2,0,C#CCOCCOCCOCCNc1nc(N2CCN(C(=O)[C@H]([C@@H](C)CC)n3cc(CCC(=O)O)nn3)CC2)nc(N2CCN(C(=O)[C@H](CCCCN)n3cc(CCC(=O)O)nn3)CC2)n1
0,23,Cn1c(=O)c2nc(SCc3ccccc3)n(C)c2n(C)c1=O
2,8,C[C@@H]1CN(S(=O)C(C)(C)C)[C@H](CCO)/C1=C\CCO (stereo not given in full)
8,5,CSCCC(NC(=O)c1ccco1)C(=O)NCc1ccc2c(c1)OCO2 (stereo not given)
-5,6,CC(C)C[C@@H](CN1CCCC1CN1C(=S)NC[C@@H]1Cc1ccc(O)cc1)N1C[C@H](Cc2ccccc2)N(CC2CCCCC2)C1=S (stereo not given in full)
1,20,CCN1CCC(O)(/C=C/c2ccc(C(C)C)cc2)C(C(=O)/C=C/c2ccc(C(C)C)cc2)C1 (stereo not given)
38*,9,COC(=O)c1c[nH]c2c1-c1cc(C(=O)OCc3ccccc3)n(S(=O)(=O)c3ccc(C)cc3)c1C(=O)C2=O
0,5,O=C(NCC(c1cccs1)N1CCOCC1)c1cc(S(=O)(=O)N2CCOCC2)ccc1Cl (stereo not given)
5,0,CCOC(=O)c1ccc(S(=O)(=O)N2CCN(C3CC(=O)N(c4ccc(OC)cc4)C3=O)CC2)cc1 (stereo not given)
17,13,Cc1cc2c(SCC(=O)Nc3cccc(O)c3)ncnc2s1

# Compound activity: PubChem, The Scripps Research Institute Molecular Screening Center
